# Menin-MLL TR inh – menin-MLL binding inhibition, Texas Red mutant peptide; Potency, µM (doses to about 61.6 µM), for the others: at the top dose FP activity change, negative = inhibition, usual class: inhibitors; O00255; Menin + Texas Red MLL mutant peptide, fluorescence polarization; 270,000 tested, 0.23% active; active = well fitted inhibition curve with a large enough effect in the polarisation, with a control signal flat, not every such curve was filed as active; inconclusive = small, poorly fitted or top-dose-only effect, or effect the other way, or a change in a side signal; inactive = no such curve, though single readings can be large or run the other way; the % refers to the polarisation; also: potency is read from the fitted curve at half-maximal effect; % of control where 0% means no effect; many of its hits are not listed in these tables
# Target sequence (O00255 whole entry, looked up): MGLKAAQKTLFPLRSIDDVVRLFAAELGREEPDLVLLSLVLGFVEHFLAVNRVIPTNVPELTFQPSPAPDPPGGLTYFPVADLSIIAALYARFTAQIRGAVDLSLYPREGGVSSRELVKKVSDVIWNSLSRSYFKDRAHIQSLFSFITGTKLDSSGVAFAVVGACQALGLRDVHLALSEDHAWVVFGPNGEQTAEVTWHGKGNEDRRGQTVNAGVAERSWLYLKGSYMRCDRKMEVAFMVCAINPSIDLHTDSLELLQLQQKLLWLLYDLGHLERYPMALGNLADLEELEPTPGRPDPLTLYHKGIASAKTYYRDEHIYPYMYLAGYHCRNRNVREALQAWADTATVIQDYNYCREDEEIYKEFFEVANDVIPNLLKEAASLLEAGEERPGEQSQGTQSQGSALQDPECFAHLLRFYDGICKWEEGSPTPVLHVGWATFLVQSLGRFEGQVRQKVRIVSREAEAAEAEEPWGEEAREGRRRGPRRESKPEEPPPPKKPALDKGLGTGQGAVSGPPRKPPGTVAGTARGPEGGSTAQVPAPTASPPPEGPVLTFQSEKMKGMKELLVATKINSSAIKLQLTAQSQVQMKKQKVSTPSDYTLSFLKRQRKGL
# ELG1 genotox – induces genotoxicity in HEK293T cells with luciferase-tagged ELG1 | HEK293T ELG1-luciferase reporter, luminescence, 16 h | Potency, µM (titrated, usually from 46 µM), for inactives: at the top dose activity change, positive = activation, usual class: activators | 330,000 tested, 1.3% active | AID 504466; also: potency is read from the fitted curve at half-maximal effect; % of control where 0% means no effect; nearly all actives have a fitted effect of over 60% in size
#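 DMSO vehicle served as control against compound-treated ELG1-luciferase HEK293T cells; exposure lasted 16 hr at 37 °C and 5% CO2, followed by ONE-Glo luminescence detection after 30 min.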
# Rab9 promoter act – activates the Rab9 promoter | 320,000 tested, 2.8% active | Huh7 Rab9 promoter-luciferase reporter, luminescence, 24 h | Potency, µM (highest dose often 9.22 µM), without a hit: at the top dose activation, negative = inhibition, actives largely listed as activators | AID 485297; also: potency is read from the fitted curve at half-maximal effect; % of control where 0% means no effect; nearly all actives have a fitted effect of over 60% in size
#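 Stable Rab9-luc Huh7, 1500 cells/well, 2 h settle; cmpd in DMSO, 24 h, 37 °C/5% CO2; luciferase reagent 10 min RT; luminescence.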
# Gal4-VP16 FLuc – inhibits Gal4-VP16 luciferase reporter, ROR gamma counter-screen | Drosophila S2 Gal4-VP16 UAS-luciferase, luminescence, 20 h | Potency, µM (highest dose often 53.6 µM), for the others: top-dose activity, negative = inhibition, usual class: inhibitors | 310,000 tested, 3.5% active | AID 2546;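 also: Gal4-VP16 expression switched on by copper sulfate through the metallothionein promoter; potency is read from the fitted curve at half-maximal effect; % is scaled to controls: 0 for no effect and ±100 for the full control effect; nearly all actives have a fitted effect of over 50% in size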
# NPC1 promoter act – NPC1 promoter activation; Huh7 NPC1 promoter luciferase reporter, 24 h; Potency, µM (highest dose often 9.22 µM), inactives show top-dose activation, hits mostly activators; 320,000 tested, 2.4% active; AID 485313;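 also: potency is read from the fitted curve at half-maximal effect; % of control where 0% means no effect; nearly all actives have a fitted effect of over 60% in size; reporter is driven by a mutant NPC1 promoter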
#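 Compounds in DMSO were transferred onto Huh7 NPC1-luciferase reporter cells pre-incubated 2 h; after 24 h at 37 °C, Amplite reagent was dispensed and luminescence recorded 10 min later.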
# p53 reactivator – mutant p53 re-activation in reporter cells; H1299 p53-A138V BP100-luciferase reporter, luminescence, 24 h; Potency, µM (highest dose often 92.2 µM), inactives show top-dose activity change, positive = activation, hits mostly activators; 320,000 tested, 0.063% active; AID 504706; also: potency is read from the fitted curve at half-maximal effect; % of control where 0% means no effect; nearly all actives have a fitted effect of over 45% in size
#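 H1299 (p53-null), stable ts p53-A138V + BP100-Luc; 1000 cells/well, Opti-MEM/10% FBS; cpd 4 pt, 1:5; 24 h, 37 deg C, 5% CO2; detection reagent 10 min RT; luminescence.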
# RORgamma inh – inhibitors of mouse ROR gamma transcriptional activity; Drosophila S2 Gal4-RORgamma UAS-luciferase reporter, 20 h; Potency, µM (doses to about 53.6 µM), without a hit: top-dose activity change, negative = inhibition, usual class: inhibitors; 310,000 tested, 5.4% active; also: potency is read from the fitted curve at half-maximal effect; % is scaled to controls: 0 for no effect and ±100 for the full control effect; nearly all actives have a fitted effect of over 60% in size
#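 Stably transfected Drosophila Schneider cells are the test system, with ROR gamma fused to Gal4 and luciferase under UAS control; luminescence is read after 20 hr of 700 uM copper sulfate induction at ambient temperature.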
# BRCA1 expr act – activators of BRCA1 expression | MCF7-BRCA1-FFLuc reporter, luminescence, 48 h; response scale: scaled: vehicle 0%, 10 µM genistein 100% | 380,000 tested, 1.1% active | Potency, µM (highest dose often 46.1 µM), without a hit: at the highest dose activation, usual class: activators; also: potency is read from the fitted curve at half-maximal effect; nearly all actives have a fitted effect of over 80% in size; some results filed as inactive show a strong effect at the top dose
#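 Using MCF7 cells harboring a BRCA1 firefly luciferase reporter, plated 2 h before compound pinning, the screen measured luminescence after 48 h incubation. Responses were normalized to DMSO and 10 microM genistein, then fitted for concentration-effect.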
# Giardia killer – Giardia lamblia killing; Giardia lamblia trophozoite viability; activity change, % at 7.66 µM, hits read low; 340,000 tested, 0.15% active; AID 540267; in the data active = activity change below about -80%; inconclusive = between about -30% and that limit;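 also: parasites exposed to compound for two days anaerobically before the ATP read; % is scaled to controls: 0 for no effect and ±100 for the full control effect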
#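 Compounds were tested on trophozoites seeded at 100 cells/well and held 48 hrs at 37 deg C anaerobically. An ATP-based luminescent kit measured the remaining live cells.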
# FLuc modulator – counter-screen for miR-21 project: firefly luciferase inhibitors or activators; P08659; purified FLuc, Km substrates, luminescence inhibition; Potency, µM (top dose mostly 57.5 µM), for inactives: at the highest dose activity change, negative = inhibition, hits mostly inhibitors; 360,000 tested, 6.9% active; AID 588342;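 also: potency is read from the fitted curve at half-maximal effect; plate controls were vehicle for no effect and reference inhibitor for full effect; nearly all actives have a fitted effect of over 55% in size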
#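 Purified P. pyralis luciferase, 10 nM final, with Km-level 10 uM D-luciferin and 10 uM ATP in 50 mM Tris acetate pH 7.5, 10 mM Mg acetate, 0.01% Tween-20, 0.05% BSA; 6-point qHTS titration about 60 µM downward; luminescence read.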
# PKM2 activator – activators of human pyruvate kinase M2. 260,000 tested, 0.34% active. purified PKM2, Kinase-Glo ATP luminescence, activation; response scale: 0% is enzyme alone, no compound. P14618. Potency, µM (doses to about 57.5 µM), for inactives: at the top dose activation, most hits filed as activators; also: potency is read from the fitted curve at half-maximal effect; % is scaled to controls: 0 for no effect and ±100 for the full control effect; nearly all actives have a fitted effect of over 55% in size
# Target sequence (P14618 whole entry, looked up): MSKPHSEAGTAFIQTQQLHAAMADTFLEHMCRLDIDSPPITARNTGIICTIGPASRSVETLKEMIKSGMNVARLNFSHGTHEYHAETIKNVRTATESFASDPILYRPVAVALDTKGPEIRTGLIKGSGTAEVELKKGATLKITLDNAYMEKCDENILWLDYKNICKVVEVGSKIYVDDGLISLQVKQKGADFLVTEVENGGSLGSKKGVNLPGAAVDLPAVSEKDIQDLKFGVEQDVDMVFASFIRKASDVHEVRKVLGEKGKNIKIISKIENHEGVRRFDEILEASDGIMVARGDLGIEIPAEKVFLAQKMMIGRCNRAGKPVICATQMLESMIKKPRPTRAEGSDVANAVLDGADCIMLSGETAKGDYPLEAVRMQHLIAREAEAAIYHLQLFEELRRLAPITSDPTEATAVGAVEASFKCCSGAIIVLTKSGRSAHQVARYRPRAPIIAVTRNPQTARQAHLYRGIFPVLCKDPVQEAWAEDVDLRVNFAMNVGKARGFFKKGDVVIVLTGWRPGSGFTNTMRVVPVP
#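 Kinase-Glo luminescence reports ATP generated from ADP (0.1 mM) and PEP (0.5 mM) by purified hPK-M2 after 1 h at room temperature, pH 7.2 imidazole buffer; intermediate enzyme activity allows detecting inhibitors and activators.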
# * marks the source's active call; other numbers are inactive results; ? = inconclusive; . = no result given; & = joins results of further samples; [ ] = another dose, or the depositor's remark. Unless noted, calls follow the shape of the dose curve; as a rule, active = well fitted curve in the direction sought with a large enough effect; inconclusive = small, poorly fitted or top-dose-only effect, or another doubt; inactive = no such curve, though single readings can be large; an effect the other way counts as inactive or inconclusive. Only part of the results is shown; rates above refer to the full screens.
SMILES,Menin-MLL TR inh,ELG1 genotox,Rab9 promoter act,Gal4-VP16 FLuc,NPC1 promoter act,p53 reactivator,RORgamma inh,BRCA1 expr act,Giardia killer,FLuc modulator,PKM2 activator
CC(C)(C)NCC(O)c1cc(O)cc(O)c1 (stereo not drawn),4.5%&31.2%&-1.0%,0.5%,-12.0%[46.1 µM],4.8%&-7.9%,-0.9%[46.1 µM],-3.2%,-8.7%&-11.5%,10.6%,4.6,4.9%,-5.9%
CC1CCN(CCCNC(=O)c2cc3c(=O)n(C)c4ccccc4c3n2C)CC1,-11.7%,?,-21.9%,-3.0%,-3.3%,-6.9%,-5.1%,-4.2%,4.5,-1.1%,2.8%
Cc1nnc(Nc2ccc(C(=O)O)cc2)[nH]c1=O,-7.9%,-2.9%,10.0%,5.1%,0.0%,-3.4%,15.9%,0.6%,17.6,-5.4%,-4.6%
Cc1ccc(S(=O)(=O)N2CCC(NC(=O)c3cccc(F)c3)CC2)cc1,-4.0%,-6.0%,0.3%,1.9%,-4.8%,?,8.0%,-20.7%,-6.8,-3.7%,-0.5%
O=C(NCc1cn(-c2ccccc2)nc1-c1ccccc1)c1cc([N+](=O)[O-])cc([N+](=O)[O-])c1,?,0.2%,4.0%,-10.0%,-6.1%,-6.2%,?,-1.1%,18.5,-0.3%,3.5%
O=C(O)CCC(=O)N1CCN(c2ccc(C(=O)c3ccc(F)cc3)cc2)CC1,1.6%,-0.7%,0.7%,7.8%,-1.0%,3.3%,32.7%,12.4%,10.1,?,-8.2%
N#Cc1c(-c2ccccc2)c(-c2ccccc2)nn(CC(=O)NNC(=O)Nc2ccc(Cl)c(Cl)c2)c1=O,.,-23.8%,-8.4%,?,-8.3%,-6.1%,-30.3%,-72.0%,7.7,5.7%,0.6%
O=C(CSc1nnc(-c2ccccn2)n1Cc1ccco1)c1ccc(Cl)cc1,1.6%,0.2%,-7.8%,-5.0%,-7.5%,-3.2%,?,-6.3%,-16.2,0.9%,2.9%
O=C1C2=C(C(=O)c3ccccc31)C1O[C@](c3ccsc3)(Cc3c1ccc1ccccc31)O2,?,.,-0.2%[1.84 µM],?,7.4%[1.84 µM],.,-2.5%[10 µM],.,.,?,0.9%[11.5 µM]
O=C(Nc1nc2ccccc2s1)C1CC(=O)N(c2ccc(F)cc2)C1 (stereo not drawn),2.1%,.,.,4.7%,.,.,8.5%,20.9%,-0.4,1.4%,-0.7%
O=C(NC1C2CC3CC(C2)CC1C3)c1ccc2c(c1)OCO2 (stereo not drawn),-4.3%,-0.4%,10.0%,6.4%,-1.8%,5.8%,3.9%,17.7%,22.9,?,-3.1%
C=CCSc1nc2[nH]ncc2c(=O)[nH]1,-9.4%,0.7%,0.9%,6.4%,-1.0%,-1.8%,4.7%,4.3%,6.2,-9.2%,-4.4%
O=C(COc1ccc(Cl)cc1Cl)N1CCN(C(=O)c2ccco2)CC1,-13.4%,-3.2%,-5.6%,24.9%,-6.8%,-5.6%,-8.5%,-3.7%,0.6,2.1%,.
CCN(CC)S(=O)(=O)c1cccc(-c2nnc(SCC(=O)c3ccc(Cl)s3)n2C)c1,0.4%,-2.0%,1.3%,-3.2%,-4.8%,-6.0%,2.3%,-20.1%,7.4,4.6%,9.2%
COC(=O)C1C(O)=C(C=NCc2ccccc2)C(=O)CC1(C)C (stereo not drawn),18.1%,2.6%,12.0%,16.3%,1.0%,-0.5%,19.0%,2.9%,-23.2,3.9%,2.5%
COc1ccc(OC)c(S(=O)(=O)NCC2CCCO2)c1 (stereo not drawn),3.2%,2.3%,-0.1%,-0.6%,9.0%,15.8%,-1.2%,3.9%,9.5,0.1%,-2.8%
Cn1cnnc1SCC(=O)NC1CCCN(Cc2ccc(Cl)cc2)C1 (stereo not drawn),-0.5%,-2.3%,-0.2%,8.1%,-2.1%,17.8%,-6.0%,-14.3%,12.8,2.4%,7.3%
CCCc1cc(=O)[nH]c(SCC(=O)Nc2ccc([N+](=O)[O-])cc2C#N)n1,.,-6.3%,8.6%,-3.7%,-0.5%,-4.5%,-38.4%,-25.3%,-14.4,2.4%,-0.4%
O=C(COc1ccc(F)cc1Cl)Nc1ccc(N2CCOCC2)cc1N1CCOCC1,.,-0.1%,-2.9%,.,-2.7%,6.4%,.,-24.4%,9.3,2.4%,.
Cc1nn2c(N)c(C#N)cnc2c1-c1ccc(Cl)cc1,8.0%,15.5%,-9.2%,-6.8%,-1.4%,7.9%,19.4%,-27.3%,-8.4,7.4%,-16.7%
COc1ccc(-c2nc(N3CCCCCC3)sc2C(=O)c2ccccc2)cc1,1.2%,-9.7%,-0.8%,-1.9%,-2.6%,-3.7%,-16.9%,-36.8%,0.6,-2.2%,0.4%
CSc1nncc(/C(C)=N\Nc2cccc(C)c2)n1,-30.0%,6.6%,8.8%,2.7%,5.1%,4.9%,-1.2%,-17.2%,1.3,-4.7%,-7.2%
CCP(=O)(CC)c1cccc(N)c1,0.2%,1.3%,3.9%,-0.9%,0.5%,-5.1%,-11.0%,0.0%,23.9,-4.5%,6.7%
COc1ccc(NC(=O)CC2C(=O)NCCN2C(=O)c2ccccc2)cc1 (stereo not drawn),.,-1.4%,2.3%,-1.5%,3.4%,-1.2%,-2.0%,-18.7%,-2.6,0.1%,2.9%
Nc1cnn(Cc2ccc(F)cc2)c1,7.1%,-2.6%,-3.8%,2.4%,-1.7%,1.4%,1.6%,-3.4%,9.5,1.7%,-1.4%
O=C(CSc1ccccc1C(=O)O)Nc1ccc2c(c1)OCO2,.,-0.2%,-5.3%,.,-2.3%,3.0%,.,13.5%,-15.2,?,.
CCc1ccc(OCC(=O)Nc2ncn[nH]2)cc1,22.1%,?,4.47µM*,?,?,-2.4%,-19.0%,4.7%,1.3,13.5µM*,-3.5%
Cc1ccc(CNC(=O)c2ccc(CS(=O)Cc3ccccc3Cl)o2)cc1 (stereo not drawn),.,-3.9%,-1.2%,2.3%,-0.8%,-5.8%,46.1%,-11.9%,-1.1,4.7%,.
O=C(/C=C/c1ccc(Cl)cc1)N1CCN(c2c(Cl)cccc2[N+](=O)[O-])CC1,-3.4%,-0.2%,-12.2%,?,-0.7%,-7.6%,?,-41.2%,1.0,-7.2%,3.1%
CCCC(C)C(=O)Nc1cc([N+](=O)[O-])ccc1Cl (stereo not drawn),-1.1%,-1.1%,1.8%,-6.5%,-18.0%,13.6%,22.2%,3.3%,-10.4,-2.0%,2.3%
CCNc1c(NS(=O)(=O)c2ccc(C3CCCCC3)cc2)c(=O)oc2ccccc12,-24.6%,0.0%,0.5%,?,-0.9%,0.1%,?,-28.4%,-8.4,1.8%,-3.8%
CCC1CCCCN1C(=O)CSc1nc2ncccc2[nH]1 (stereo not drawn),.,-0.3%,-1.5%,-1.6%,0.4%,12.3%,2.6%,1.8%,10.5,-1.6%,.
CCOC(=O)c1c(N=CN(C)C)c(C#N)n2c1CCC2,-10.3%,3.0%,0.5%,-9.8%,-2.0%,3.6%,1.4%,-16.9%,6.4,4.1%,-2.8%
CC1Cc2ccccc2N1C(=S)NC1CCCC1 (stereo not drawn),.,14.5%,0.0%,-24.6%,4.5%,9.1%,-38.5%,6.9%,13.3,5.2%,6.2%
COc1ccc(S(=O)(=O)N2CCC3(CC2)CC(=O)c2ccccc2O3)cc1OC,.,3.4%,-0.7%,.,-0.1%,10.9%,.,-5.5%,-4.0,0.7%,.
CC(C)NC(=O)c1cnn2c1NC(c1cccs1)CC2C(F)(F)F (stereo not drawn),-12.0%,-0.6%,-1.5%,-0.2%,-7.0%,-3.3%,-37.0%,4.4%,-5.5,2.6%,?
CCOC(=O)Cc1csc(SCC(=O)NC2CCS(=O)(=O)C2)n1 (stereo not drawn),.,1.1%,-1.8%,.,0.9%,1.8%,.,6.7%,43.3[activator],-0.7%,.
NCCC(=O)N1c2ccccc2Sc2ccccc21,-0.6%,-0.2%,-2.7%,-2.0%,-9.8%,2.4%,19.9%,-17.1%,-6.2,3.5%,-0.6%
Cc1ccsc1S(=O)(=O)N1CCC(CO)(CC2CCCCO2)CC1 (stereo not drawn),-0.1%,-3.0%,-2.2%,5.1%,-3.7%,5.9%,2.1%,-9.4%,-14.3,1.1%,2.5%
CCCCC1=CC2=CC(=O)C(C)(OC(=O)CC)C(=O)C2=CN1CCc1ccc(Br)cc1 (stereo not drawn),1.4%[11.7 µM],0.2%,-7.1%,-0.1%,0.3%,-2.2%,28.3%,4.7%,-10.9,1.2%,0.3%[11.5 µM]
CCOC(=O)c1cc(NC(=O)CN2CCCC2)cc(C(=O)OCC)c1,-6.5%,9.6%,0.0%,-3.2%,-0.9%,-5.4%,-9.9%,-10.1%,-20.3,0.3%,2.3%
